# Assay outcomes (PubChem)
# FBW7 act: FBW7 E3 ligase activators, primary screen, biochemical, AlphaScreen, human. F-box/WD repeat-containing protein 7 (Homo sapiens), Q969H0. AlphaScreen FBW7–phospho-cyclin E peptide binding, activator screen. normalized activity (activation), % at 26.1 µM. 650,000 tested, 0.13% active; in the data active = normalized activity above about 1.9%;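 also: purified mutant Fbw7 with reduced substrate affinity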
# Target sequence (Q969H0 whole entry, looked up): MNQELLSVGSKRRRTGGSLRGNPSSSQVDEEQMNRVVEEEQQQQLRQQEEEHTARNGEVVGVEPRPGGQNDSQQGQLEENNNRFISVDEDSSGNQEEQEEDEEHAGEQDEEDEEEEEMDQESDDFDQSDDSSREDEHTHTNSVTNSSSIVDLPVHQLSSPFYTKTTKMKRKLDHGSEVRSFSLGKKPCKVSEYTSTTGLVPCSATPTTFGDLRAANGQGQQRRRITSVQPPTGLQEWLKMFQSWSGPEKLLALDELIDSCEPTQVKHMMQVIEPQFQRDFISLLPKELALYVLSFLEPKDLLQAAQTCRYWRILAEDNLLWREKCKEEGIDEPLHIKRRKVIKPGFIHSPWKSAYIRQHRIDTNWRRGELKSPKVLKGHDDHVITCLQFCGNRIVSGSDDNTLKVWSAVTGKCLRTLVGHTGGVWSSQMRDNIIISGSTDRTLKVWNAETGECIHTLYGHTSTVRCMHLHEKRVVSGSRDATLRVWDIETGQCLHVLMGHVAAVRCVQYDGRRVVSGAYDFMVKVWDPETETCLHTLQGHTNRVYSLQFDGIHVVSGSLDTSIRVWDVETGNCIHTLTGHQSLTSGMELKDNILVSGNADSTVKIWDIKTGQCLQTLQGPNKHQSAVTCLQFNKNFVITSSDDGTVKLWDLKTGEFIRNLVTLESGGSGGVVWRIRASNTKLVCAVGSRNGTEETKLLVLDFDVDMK
# MITF primary: MITF inhibitors, primary screen, biochemical, AlphaScreen, human | AlphaScreen MITF homodimerization, bead proximity signal | inhibition, % at 2.6 µM | 650,000 tested, 0.91% active | AID 1259374, 2018; in the data active = inhibition above about 50%;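 also: 0% = vehicle wells with protein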
# TEAD-YAP inh: TEAD-YAP interaction inhibition, primary screen, TEAD-YAP interaction inhibitor project, luminescence, HEK-TIYL cells; TEAD-Gal4/YAP UAS-luciferase luminescence; inhibition, % at 9.12 µM; 640,000 tested, 1.4% active; AID 1259422, 2018; in the data active = inhibition above about 32%;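 also: 0% = median of test compound wells and 100% = reference inhibitor wells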
# GPR151 activ: activators of human GPR151, primary screen, cell-based, PathHunter beta-arrestin, luminescence | G-protein coupled receptor 151 (Homo sapiens), Q8TDV0 | PathHunter beta-arrestin GPR151 cells | activation, % at 11.2 µM | 650,000 tested, 1% active | AID 1508602, 2020; in the data active = activation above about 4.9%;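 also: 0% = median of compound wells and 100% = cells with positive control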
# An asterisk follows results filed as active.
structure | FBW7 act | MITF primary | TEAD-YAP inh | GPR151 activ
CN1CCN(C(CNC(=O)Nc2cccs2)c2ccc(N(C)C)cc2)CC1 (stereo not given) | 0.1 | 20.1 | 4.2 | 0.1
Cc1ccccc1-c1ccc(N2CCN(C(=O)C3CCN(S(C)(=O)=O)CC3)CC2)nn1 | -0.1 | -10.4 | -17.6 | 0.7
COc1ccc(C(=O)Nc2cccc3ccccc23)cc1Br | -0.1 | -6.3 | -2.8 | 2.3
CN(C(=O)CC1C(=O)NCCN1CC(C)(C)C)C1CC(C)(C)NC(C)(C)C1 (stereo not given) | 0.0 | 11.4 | -4.0 | 0.2
CCOc1ccccc1N1CCN(C(=O)C2CC3CCC2C3)CC1 (stereo not given) | 0.1 | 22.5 | 10.5 | 0.0
CCOC(=O)C1(CCCc2ccccc2)CCN(C(=O)c2cccnc2C)CC1 | -0.1 | -0.5 | 0.8 | 0.3
CCOC(=O)C(=O)N1N=C(c2ccc(C)cc2)CC1(O)C(F)(F)F (stereo not given) | -0.5 | -22.0 | 26.8 | -0.4
O=C1CCC(C(=O)Nc2ccccc2)(c2ccccc2)N1Cc1ccccc1 (stereo not given) | 0.5 | 25.1 | -15.2 | 1.7
CCOC(=O)C1(CCOC)CCN(C(C)COc2ccccc2)CC1 (stereo not given) | 0.1 | 1.5 | -11.2 | 2.2
Cc1ccc(/C=C/C(=O)Nc2ccc([N+](=O)[O-])c(NC(=O)/C=C/c3ccc(C)o3)c2)o1 | -0.3 | 4.1 | -8.0 | -0.8
CCn1c(SCC(=O)Nc2ccc(C(=O)O)cc2)nnc1-c1ccc(Cl)cc1 | -0.1 | 2.7 | 0.0 | -0.5
Cc1noc(C)c1COC(=O)c1ccc2c(c1)S(=O)(=O)c1ccccc1C2=O | -0.2 | -4.1 | -6.8 | -0.5
O=C(N/N=C/c1ccc(Br)cc1)c1ccc[n+]([O-])c1 | 0.3 | 13.6 | 1.6 | -2.2
CCCOc1ccc(/C(O)=C2/C(=O)C(=O)N(CCN(CC)CC)C2c2ccc(Br)cc2)c(C)c1 (stereo not given) | 0.0 | 9.6 | 8.0 | 0.5
CCN(CC)c1ccc(C2Nc3ccccc3NC3=C2C(=O)CC(c2ccccc2)C3)cc1 (stereo not given) | -0.3 | 0.7 | -4.6 | -1.8
CC(NC(=O)c1ccccc1F)C1CCCO1 (stereo not given) | -0.1 | -3.2 | -4.8 | 0.0
Cc1cccc(NC(=O)CSc2nsc(SCC(=O)Nc3cccc(C)c3)c2C#N)c1 | 0.0 | -0.4 | 7.9 | 1.2
O=C(NC1CCCC1)C(c1ccco1)N(C(=O)c1ccco1)c1cccc(F)c1 (stereo not given) | 0.0 | 2.3 | -5.6 | -0.5
Cc1nnc(SCCNC(=O)c2cc(COc3cccc(C(F)(F)F)c3)on2)s1 | 0.0 | 8.1 | 2.3 | 1.6
CCc1ccc(OCC(=O)NCc2cccs2)cc1 | -0.1 | 0.8 | -21.9 | -0.2
CC(=O)Nc1ccc(-c2csc(Nc3ccc(C(F)(F)F)cc3)n2)cc1 | -0.1 | -0.2 | -0.9 | -0.8
O=C1NC(=O)C(=Cc2ccc(-c3ccc4c(c3)C(=O)NC4=O)o2)C(=O)N1 | 0.1 | 2.8 | 6.0 | 1.1
CCOC(=O)c1sc(NC(=S)NC(=O)c2ccc(C)cc2)nc1C | 0.0 | -10.8 | 5.0 | 1.6
C/C(CC(=O)Nc1ccc([N+](=O)[O-])cc1)=N/NC(=O)C1CC12CCC2 (stereo not given) | 0.7 | 11.9 | 5.5 | -1.5
COc1ccc(NC(=O)CN2C(=O)C(C)SC(C)C2=O)cc1 (stereo not given) | 0.3 | 10.3 | 3.2 | -1.5
O=C(CCC(=O)c1ccccc1)OCC(=O)c1ccc2c(c1)OCCO2 | 0.8 | 17.2 | 5.1 | -1.1
CC(C)=CCN1CCN(Cc2cn[nH]c2-c2ccc(F)cc2)CC1CCO (stereo not given) | 0.1 | -5.6 | -2.2 | 0.1
CCCCOC(=O)C1=C(C)NC2=C(C(=O)CCC2)C1c1ccncc1 (stereo not given) | -0.3 | -0.4 | -1.6 | -1.5
COCCCNCCOc1cc(C)ccc1C(C)(C)C | 0.1 | 34.2 | 4.8 | -0.1
CC(NC(=O)C(Cc1ccccc1)N1C(=O)C2C3CCC(C3)C2C1=O)c1ccccc1 (stereo not given) | 0.1 | 8.2 | -10.4 | 0.7
O=c1[nH]c(N2CCOCC2)nc2c1CCN(Cc1ccccc1F)C2 | 0.0 | -2.2 | -3.0 | -1.3
Cc1c(C(=O)Nc2ccc(Cl)cn2)sc2ncn(CC(=O)N3CCCCC3C)c(=O)c12 (stereo not given) | 1.4 | 17.3 | -11.6 | 1.0
O=C(NCc1ccco1)c1cccc(-n2c(=S)[nH]c3cc(Cl)ccc3c2=O)c1 | 0.3 | 9.4 | 1.4 | -0.2
O=C(/C=C/c1c(F)cccc1Cl)Nc1cccc([N+](=O)[O-])c1 | 0.1 | 15.6 | -35.3 | -0.7
O=C(c1scc2c1CCCC2)N1CCN(c2ccc(F)cc2)CC1 | 0.1 | -6.9 | -7.4 | 0.5
O=C(CCn1cccn1)N1CCc2c([nH]c3ccccc23)C1c1ccccc1F (stereo not given) | 0.5 | -1.0 | -17.0 | 1.6
Cc1ccccc1OCCn1c(-c2ccc(Cl)cc2)nc2ccccc2c1=O | 0.2 | 5.7 | -10.5 | -0.7
Cc1ccc(Cl)cc1N1CCN(S(=O)(=O)c2ccc3c(c2)C(C)(C)C(=O)N3C)CC1 | -0.1 | 11.8 | 10.1 | 3.2
Cc1noc(C)c1S(=O)(=O)N1CCN(Cc2nc3ccccc3n2C)CC1 | -0.1 | 8.1 | 2.7 | 2.5
CCC(C)NC(=O)c1ccc2c(c1)ncn2-c1ccc(C(C)C)cc1 (stereo not given) | -0.2 | 1.2 | 9.2 | -0.9
CCCC1CC(=O)C(/C=N/NC(=O)c2ccc(Br)cc2)=C(O)C1 (stereo not given) | 0.0 | 11.1 | -1.6 | 1.1
C=CCN1CCN(C(CC)c2nnnn2Cc2ccc(OC)cc2)CC1 (stereo not given) | 0.2 | 1.8 | -8.6 | -1.4
O=C(CSc1nnc2ncccn12)N1CCCc2ccccc21 | 0.1 | -10.2 | -3.8 | 0.8
Cn1cc(C(=O)NCC2(c3ccccc3)CCCC2)c2c3ccccc3n(C)c2c1=O | 0.1 | 7.9 | -3.4 | -0.6
CSCCC(NC(C)=O)C(=O)NC(C)C(N)=O (stereo not given) | 0.1 | 15.2 | -7.7 | 0.0

# (more compounds)
# Every second line gives: FBW7 act | MITF primary | TEAD-YAP inh | GPR151 activ
Cc1ccc(Cl)cc1OCC(=O)NCCOC(=O)Nc1sc(=S)n(C)c1C
→ 0.5 | 18.9 | 9.1 | -0.2
Cc1c(Cl)cccc1NC(=O)c1cc(S(=O)(=O)N2CCN(c3ccccc3F)CC2)ccc1F
→ -0.1 | 2.1 | 8.4 | -0.1
CSc1ccc(/C=C2\SC(=N)N(c3ccc(C)c(C)c3)C2=O)cc1
→ 0.1 | 24.9 | 7.2 | -0.4
O=C(CCCN1C(=O)/C(=C/c2cccs2)SC1=S)NCCCN1CCOCC1
→ 0.0 | 0.7 | 10.5 | -0.4
Cc1c(S(=O)(=O)Nc2ccc(OC(F)(F)F)cc2)c(=O)n(C)c(=O)n1C
→ -0.1 | 4.1 | -3.8 | 0.2
COc1ccc2c(-c3ccc(Cl)cc3)c(C)oc2c1
→ -0.1 | -6.2 | -52.1 | 2.6
Cc1ccc(CN2CCNC(=O)C2CC(=O)NCC(F)(F)F)o1 (stereo not given)
→ 0.0 | 7.7 | 2.0 | 1.4
CCOC(=O)CC(NS(=O)(=O)c1c(C)c(C)cc(C)c1C)c1ccc(C)cc1 (stereo not given)
→ -0.1 | -7.7 | -0.1 | 0.1
CC(Oc1ccc(Br)cc1)C(=O)Nn1c(=S)[nH]c2ncccc2c1=O (stereo not given)
→ 0.0 | -0.2 | 7.2 | 0.2
NC(=O)c1c(NC(=O)c2ccc(N3CCOCC3)c([N+](=O)[O-])c2)sc2c1CCC2
→ -0.1 | 28.2 | -8.4 | 3.8
O=C(CCN1C(=O)/C(=C\c2ccco2)SC1=S)Nc1ccc(C(=O)O)cc1
→ -0.1 | 36.6 | -2.4 | -1.4
Cc1nc2sccn2c1-c1nc(-c2ccc(Cl)c([N+](=O)[O-])c2)cs1
→ -0.2 | -0.1 | 0.6 | -0.6
Cc1nn(C)cc1CN(C)C(=O)c1ccc(OC2CCN(C(=O)C3CC3)CC2)cc1
→ 0.1 | -4.7 | -6.1 | -0.2
CCOC(=O)N1CCN(C(=O)CNC(=O)c2nn(-c3ccc(OC)c(OC)c3)c(=O)c3ccccc23)CC1
→ 0.2 | 15.2 | 4.0 | 2.0
Cc1ccc2nc(-c3ccc(NC(=O)c4ccc(Cl)cc4)cc3)sc2c1
→ 0.0 | -11.9 | 14.6 | -1.0
O=C(CN1CCN(Cc2ccccc2)CC1)N1CCCc2ccccc21
→ -0.4 | 72.0* | 18.7 | -2.1
Cc1nonc1CN(C)C(=O)C1CC12CCN(C(=O)C(C)Oc1cccc(Cl)c1)CC2 (stereo not given)
→ -0.1 | 6.6 | -6.7 | 0.4
O=C(CSc1nc2ccccc2o1)Nc1ccccc1C(=O)O
→ -0.1 | 5.1 | -47.9 | -3.1
COc1cccc(N(CC(=O)Nc2cc(Cl)ccc2OC)S(C)(=O)=O)c1
→ -0.1 | -8.8 | -0.1 | -0.2
CCCNC(=O)CCNS(=O)(=O)c1ccc2c(c1)c(=O)n(C)c(=O)n2C
→ 0.1 | 12.1 | -6.1 | -0.8
CC1CCCCC1NC(=O)CCn1c(=S)[nH]c2ccccc2c1=O (stereo not given)
→ 0.2 | 3.4 | -11.8 | 1.1
COc1ccc(C(=O)N2CCN(Cc3ccc4ccccc4c3)CC2)cc1
→ -0.5 | 47.3 | 36.1* | 7.7*
Cc1ccc2cc3c(N)c(C(=O)Nc4nc(C)c(C)s4)sc3nc2c1
→ -0.2 | 0.0 | -49.1 | -0.8
N#Cc1ccc(COC(=O)C2CCC(=O)N2)cc1 (stereo not given)
→ -0.1 | -4.0 | -3.4 | 1.5
C=C(C)C(=O)Nc1sc(C)c(-c2ccccc2)c1C(N)=O
→ 0.1 | 12.2 | -14.9 | 0.9
CC12CC(NC(=O)N1c1cccc(C(=O)NCCc3ccccc3)c1)c1ccccc1O2 (stereo not given)
→ 0.1 | -0.7 | 17.6 | -0.8
CCc1ccc(C2=NC(c3ccc(F)c(Br)c3)NC(c3cc(Cl)ccc3O)C2)cc1 (stereo not given)
→ 0.1 | 8.7 | 0.3 | 1.1
CC(C)(C)NC(NC(=O)c1cccnc1)C(Cl)(Cl)Cl (stereo not given)
→ 1.2 | 7.0 | 10.6 | -1.2
O=S(=O)(NC1CCCC1)c1cccc(-c2nnc(-c3ccccc3)o2)c1
→ 0.5 | 8.9 | 32.6* | -0.8
c1ccc(CN2CCn3c4c(c5ccccc53)CCCC42)cc1 (stereo not given)
→ -0.2 | 8.3 | 4.7 | 2.3
O=C(Nc1ccon1)c1ccccc1F
→ 0.0 | 1.8 | -2.8 | -0.4
O=C(COC(=O)c1ccc2c(c1)C(=O)N(c1ccccc1)C2=O)c1cccc([N+](=O)[O-])c1
→ -0.1 | -10.7 | 5.1 | 0.7

# By substructure: those above containing two or more sulfur atoms.
# Every second line gives: FBW7 act | MITF primary | TEAD-YAP inh | GPR151 activ
Cc1cccc(NC(=O)CSc2nsc(SCC(=O)Nc3cccc(C)c3)c2C#N)c1
→ 0.0 | -0.4 | 7.9 | 1.2
Cc1nnc(SCCNC(=O)c2cc(COc3cccc(C(F)(F)F)c3)on2)s1
→ 0.0 | 8.1 | 2.3 | 1.6
CCOC(=O)c1sc(NC(=S)NC(=O)c2ccc(C)cc2)nc1C
→ 0.0 | -10.8 | 5.0 | 1.6
Cc1ccc(Cl)cc1OCC(=O)NCCOC(=O)Nc1sc(=S)n(C)c1C
→ 0.5 | 18.9 | 9.1 | -0.2
CSc1ccc(/C=C2\SC(=N)N(c3ccc(C)c(C)c3)C2=O)cc1
→ 0.1 | 24.9 | 7.2 | -0.4
O=C(CCCN1C(=O)/C(=C/c2cccs2)SC1=S)NCCCN1CCOCC1
→ 0.0 | 0.7 | 10.5 | -0.4
O=C(CCN1C(=O)/C(=C\c2ccco2)SC1=S)Nc1ccc(C(=O)O)cc1
→ -0.1 | 36.6 | -2.4 | -1.4
Cc1nc2sccn2c1-c1nc(-c2ccc(Cl)c([N+](=O)[O-])c2)cs1
→ -0.2 | -0.1 | 0.6 | -0.6
Cc1ccc2cc3c(N)c(C(=O)Nc4nc(C)c(C)s4)sc3nc2c1
→ -0.2 | 0.0 | -49.1 | -0.8
